Bioassay records (PubChem BioAssay)
TLR9-MyD88 block = blocks human TLR9 binding to MyD88; Q9NR96+Q99836; CHO BLA complementation TLR9-MyD88, CCF4 FRET ratio; inhibition, % at 4.98 µM; 340,000 compounds, 0.21% hits; AID 504734;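 active = inhibition above the mean over all tested compounds plus 3 SD, cut at about 21% in these data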;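 also: 0% = DMSO only wells and 100% = clavulanate BLA inhibitor control wells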
ABHD5 PLIN5 PPI = ABHD5-PLIN5 protein interaction inhibition | Q00G26+Q8WTS1 | Split G. princeps luciferase complementation, luminescence, 4 h | inhibition, % at 4 µM | 360,000 compounds, 0.78% hits;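 active = inhibition above the mean inhibition across every tested compound plus 3 SD, cut at about 22% in these data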;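 also: 0% = DMSO only wells and the 100% control is not disclosed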
NOD2 RIPK2 PPI = inhibitors of human NOD2-RIPK2 interaction. CHO BLA complementation NOD2-RIPK2, CCF4 ratio. 360,000 compounds, 0.38% hits. inhibition, % at 4.98 µM; in the data active = inhibition above about 21%;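 also: 0% = vehicle only and 100% = reference blocker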
Target sequence (O43353 whole entry, looked up): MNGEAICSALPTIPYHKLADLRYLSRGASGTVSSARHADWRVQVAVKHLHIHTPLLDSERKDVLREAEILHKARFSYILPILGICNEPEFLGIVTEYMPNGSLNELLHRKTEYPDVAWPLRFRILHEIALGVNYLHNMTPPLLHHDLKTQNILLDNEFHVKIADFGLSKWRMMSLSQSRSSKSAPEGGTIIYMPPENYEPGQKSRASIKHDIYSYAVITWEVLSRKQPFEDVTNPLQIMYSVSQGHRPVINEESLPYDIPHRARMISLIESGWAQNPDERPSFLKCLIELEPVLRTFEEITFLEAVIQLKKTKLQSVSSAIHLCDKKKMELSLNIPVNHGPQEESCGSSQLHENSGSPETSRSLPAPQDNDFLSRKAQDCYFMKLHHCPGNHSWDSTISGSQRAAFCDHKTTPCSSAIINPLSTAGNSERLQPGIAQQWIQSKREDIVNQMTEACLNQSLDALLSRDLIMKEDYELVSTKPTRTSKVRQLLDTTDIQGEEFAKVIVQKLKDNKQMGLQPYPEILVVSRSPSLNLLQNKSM
NCOA3 inh = human NCOA3 inhibition | 360,000 compounds, 0.17% hits | inhibition, % at 3.6 µM | HEK293 GAL4-SRC3 luciferase reporter, luminescence | Q9Y6Q9;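 active = inhibition above a per-campaign cutoff, the mean of all compounds plus 3 SD, cut at about 60% in these data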;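 also: 0% = DMSO-treated cells and 100% = gossypol-treated cells at 36 µM; higher means less SRC3-driven luciferase light from the GAL4 reporter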
LMP1 NFkB inh = reduces LMP1-driven NF-kappaB luciferase signal; LMP1-induced NF-kappaB luciferase reporter cells, luminescence; 350,000 compounds, 0.69% hits; AID 504558; inhibition, % at 12.5 µM; in the data active = inhibition above about 41%;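 also: 0% = neutral control wells and 100% = reference inhibitor control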
NCOA1 inh = human NCOA1 inhibition. Q15788. HEK293 GAL4-SRC1 luciferase reporter, luminescence. inhibition, % at 3.6 µM. 360,000 compounds, 0.12% hits;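 active = inhibition above the campaign mean plus 3 SD, with each screening campaign given its own cutoff, cut at about 60% in these data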;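 also: 0% = DMSO treated cells and 100% = gossypol at 36 µM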
NR5A2 inv ag = NR5A2 inverse agonism in reporter assay. O00482. HEK293T StAR-luciferase reporter, LRH-1 transfected, 24 h. inhibition, % at 3.6 µM. 360,000 compounds, 0.13% hits;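 active = inhibition above the mean inhibition of all tested compounds plus 3 SD, cut at about 73% in these data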;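 also: 0% = DMSO wells and 100% = reporter-only cells lacking LRH-1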
COUP-TFII inh = inhibitors of human COUP-TFII (NR2F2). P24468. HEK293T NGFI-A luciferase reporter, luminescence. inhibition, % at 8.6 µM. 370,000 compounds, 0.7% hits. AID 686940;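 active = inhibition above a per-plate cutoff, mean inhibition of test wells between control levels plus 3 SD, cut at about 38% in these data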;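 also: cells cotransfected with COUP-TFII expression vector driving the NGFI-A reporter; 0% = median of COUP-TF2 test wells and 100% = reporter-only cells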
Target sequence (P24468 whole entry, looked up): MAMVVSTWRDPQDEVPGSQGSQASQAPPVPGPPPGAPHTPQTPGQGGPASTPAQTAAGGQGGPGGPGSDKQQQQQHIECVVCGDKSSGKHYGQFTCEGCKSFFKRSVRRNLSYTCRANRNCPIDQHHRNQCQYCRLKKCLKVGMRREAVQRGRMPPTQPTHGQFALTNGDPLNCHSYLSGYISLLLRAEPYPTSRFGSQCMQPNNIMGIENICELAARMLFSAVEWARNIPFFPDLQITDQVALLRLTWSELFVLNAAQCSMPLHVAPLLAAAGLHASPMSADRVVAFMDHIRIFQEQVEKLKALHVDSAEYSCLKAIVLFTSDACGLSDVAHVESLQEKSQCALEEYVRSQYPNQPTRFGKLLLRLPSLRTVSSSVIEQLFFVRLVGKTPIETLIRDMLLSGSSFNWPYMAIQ
NCOA2 inhibitor = inhibits human steroid receptor coactivator 2. inhibition, % at 9 µM. 370,000 compounds, 0.17% hits. HEK293 GAL4-SRC2 luciferase reporter, luminescence. AID 651957;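 active = inhibition above the mean inhibition of all tested compounds plus 3 SD, set per campaign, cut at about 52% in these data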;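 also: 0% = DMSO treated cells and 100% = cells given Gossypol at 36 µM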
MC4R antag cAMP = antagonists of human melanocortin 4 receptor (MC4R). AID 540295. inhibition, % at 6.5 µM. 360,000 compounds, 0.48% hits. MC4R-expressing cells, MTII-stimulated cAMP, LANCE TR-FRET. P32245;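 active = inhibition above its plate's cutoff, the mean of tested wells on that plate plus 3 SD, cut at about 29% in these data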;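 also: 0% = Melanotan II alone and 100% = Melanotan II plus saturating MCL0020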
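Material – human MC4R-expressing U2OS cells · Repeats – no replicates · Detection – TR-FRET with Eu-cAMP and labeled anti-cAMP, 671 nm · Times – compound 30 min, challenge 1 h, detection 1 h · Compound – single nominal compound dose of 6.5 µM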
MC4R barr agon = human MC4R agonism via beta-arrestin. AID 540308. 360,000 compounds, 0.98% hits. activation, % at 8.9 µM. P32245. U2OS MC4R beta-arrestin complementation, luminescence; percent of melanotan II response, DMSO zero;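 active = activation above a per-plate cutoff, the mean activation of sample wells on that plate plus 3 SD, cut at about 8% in these data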
An asterisk follows results filed as active.

Cc1noc(C)c1COc1ccc(C(=O)N2CCCC(C(N)=O)C2)cc1 (stereo not given) was read as TLR9-MyD88 block -3, ABHD5 PLIN5 PPI 1, NOD2 RIPK2 PPI -6, NCOA3 inh -2, LMP1 NFkB inh -2, NCOA1 inh -39, NR5A2 inv ag 1, COUP-TFII inh -8, NCOA2 inhibitor 17, MC4R antag cAMP 8 and MC4R barr agon -3.6.
Cc1ccccc1-n1nnnc1SCC(N)=O was read as TLR9-MyD88 block 4, ABHD5 PLIN5 PPI 7, NOD2 RIPK2 PPI -18, NCOA3 inh -16, LMP1 NFkB inh -4, NCOA1 inh 5, NR5A2 inv ag -2, COUP-TFII inh -6, NCOA2 inhibitor 5, MC4R antag cAMP 2 and MC4R barr agon 0.3.
`CC1(C)CNc2cc(N)ccc2S1` gave TLR9-MyD88 block 0, ABHD5 PLIN5 PPI -17, NOD2 RIPK2 PPI 3, NCOA3 inh -30, LMP1 NFkB inh -9, NCOA1 inh -7, NR5A2 inv ag 0, COUP-TFII inh 23, NCOA2 inhibitor 5, MC4R antag cAMP -10 and MC4R barr agon -2.3.
COc1ccc(-c2cc(NC(C)=O)c3ncc(-c4ccc(OC)c(OC)c4)n3c2)c(OC)c1 was read as ABHD5 PLIN5 PPI -4, NOD2 RIPK2 PPI 3, NCOA3 inh -36, NCOA1 inh 2, NR5A2 inv ag -2, COUP-TFII inh -13, NCOA2 inhibitor -12, MC4R antag cAMP -14 and MC4R barr agon 6.0.
Screening S=c1[nH]nc(C2CCCCC2)n1/N=C/c1cccc(Br)c1 returned TLR9-MyD88 block -3, ABHD5 PLIN5 PPI -4, NOD2 RIPK2 PPI -8, NCOA3 inh -8, LMP1 NFkB inh 4, NCOA1 inh -5, NR5A2 inv ag -8, COUP-TFII inh 9, NCOA2 inhibitor 25, MC4R antag cAMP 12 and MC4R barr agon 1.6.
Screening O=C(NC1CCS(=O)(=O)C1)c1ccc(S(=O)(=O)N2CCCC2)cc1 (stereo not given) returned TLR9-MyD88 block -15, ABHD5 PLIN5 PPI 5, NOD2 RIPK2 PPI -8, NCOA3 inh 14, LMP1 NFkB inh -2, NCOA1 inh 14, NR5A2 inv ag 13, COUP-TFII inh 8, NCOA2 inhibitor -17, MC4R antag cAMP 2 and MC4R barr agon -1.6.
`C[C@]12c3[nH]c4ccc(Cl)cc4c3CCN1C(=O)[C@@H](CC(=O)NCc1ccco1)C[C@@H]2C(=O)N1CCOCC1` gave TLR9-MyD88 block -6, ABHD5 PLIN5 PPI 4, NOD2 RIPK2 PPI -10, NCOA3 inh 11, LMP1 NFkB inh 4, NCOA1 inh 3, NR5A2 inv ag -2, COUP-TFII inh 10, NCOA2 inhibitor 25, MC4R antag cAMP 4 and MC4R barr agon 6.6.
Screening O=C(Nc1ccc(S(=O)(=O)Nc2ncccn2)cc1)C1=COCCO1 returned TLR9-MyD88 block 1, ABHD5 PLIN5 PPI -4, NOD2 RIPK2 PPI 7, NCOA3 inh -26, LMP1 NFkB inh 2, NCOA1 inh -33, NR5A2 inv ag -13, COUP-TFII inh -11, NCOA2 inhibitor -38, MC4R antag cAMP 4 and MC4R barr agon -1.1.
CSCCC(NC(=O)c1ccccc1Cl)C(=O)NNC(=O)c1csc(N2CCOCC2)n1 (stereo not given) was read as TLR9-MyD88 block -3, ABHD5 PLIN5 PPI -3, NOD2 RIPK2 PPI -14, NCOA3 inh 9, LMP1 NFkB inh 1, NCOA1 inh 8, NR5A2 inv ag -15, COUP-TFII inh -16, NCOA2 inhibitor -6, MC4R antag cAMP 6 and MC4R barr agon -3.8.
`CC(C)COc1ccc(C(=O)N2C(=O)c3ccc(N)cc3C2=O)cc1` gave TLR9-MyD88 block -7, ABHD5 PLIN5 PPI -4, NOD2 RIPK2 PPI -5, NCOA3 inh 8, LMP1 NFkB inh -7, NCOA1 inh -23, NR5A2 inv ag 0, COUP-TFII inh 10, NCOA2 inhibitor -15, MC4R antag cAMP 16 and MC4R barr agon 4.0.
For Cc1noc(C)c1COc1ccc(C(=O)NNC(=O)c2ccccc2)cc1 the results were TLR9-MyD88 block 2, ABHD5 PLIN5 PPI -3, NOD2 RIPK2 PPI 2, NCOA3 inh 7, LMP1 NFkB inh 0, NCOA1 inh -38, NR5A2 inv ag 5, COUP-TFII inh -8, NCOA2 inhibitor 2, MC4R antag cAMP -13 and MC4R barr agon -2.6.
For CN1CCN(CCNC(=O)c2ccc(CS(=O)c3ccc(Br)cc3)o2)CC1 (stereo not given) the results were TLR9-MyD88 block 1, ABHD5 PLIN5 PPI -6, NOD2 RIPK2 PPI -5, NCOA3 inh -1, LMP1 NFkB inh -5, NCOA1 inh -25, NR5A2 inv ag -39, COUP-TFII inh -7, NCOA2 inhibitor -4, MC4R antag cAMP 3 and MC4R barr agon -0.3.
Cc1cccc(NC(=S)NC(=O)c2ccco2)c1C was read as TLR9-MyD88 block -2, ABHD5 PLIN5 PPI 0, NOD2 RIPK2 PPI -8, NCOA3 inh -67, LMP1 NFkB inh -8, NCOA1 inh -22, NR5A2 inv ag -60, COUP-TFII inh 1, NCOA2 inhibitor -3, MC4R antag cAMP 7 and MC4R barr agon -1.6.
`COC(=O)CSc1nc(-c2ccccc2)nc2ccccc12` gave TLR9-MyD88 block 9, ABHD5 PLIN5 PPI -4, NOD2 RIPK2 PPI -2, NCOA3 inh 1, LMP1 NFkB inh -12, NCOA1 inh -1, NR5A2 inv ag -2, COUP-TFII inh 11, NCOA2 inhibitor 13, MC4R antag cAMP 10 and MC4R barr agon 1.0.
Nc1ccc(S(=O)(=O)N2CCCC2)cc1Cl was read as TLR9-MyD88 block 0, ABHD5 PLIN5 PPI 4, NOD2 RIPK2 PPI -17, NCOA3 inh 12, LMP1 NFkB inh -4, NCOA1 inh 3, NR5A2 inv ag -6, COUP-TFII inh 0, NCOA2 inhibitor 6, MC4R antag cAMP 5 and MC4R barr agon -1.1.
Screening O=C(NCC(O)CO)c1ccc2[nH]c3ccccc3c2c1 (stereo not given) returned TLR9-MyD88 block -1, ABHD5 PLIN5 PPI 3, NOD2 RIPK2 PPI -3, NCOA3 inh 9, LMP1 NFkB inh -4, NCOA1 inh -13, NR5A2 inv ag -12, COUP-TFII inh -6, NCOA2 inhibitor -10, MC4R antag cAMP 1 and MC4R barr agon -1.3.
Screening COc1ccc(CN(C)CC(=O)N2CCc3ccccc3C2)cc1 returned TLR9-MyD88 block 8, ABHD5 PLIN5 PPI -10, NOD2 RIPK2 PPI 3, NCOA3 inh -1, LMP1 NFkB inh -2, NCOA1 inh -31, NR5A2 inv ag -2, COUP-TFII inh -1, NCOA2 inhibitor -37, MC4R antag cAMP 6 and MC4R barr agon -1.1.
Screening O=C(O)CCN1C(=O)c2ccc(NC(=O)CCc3ccccc3)cc2C1=O returned TLR9-MyD88 block -4, ABHD5 PLIN5 PPI 8, NOD2 RIPK2 PPI -4, NCOA3 inh -28, LMP1 NFkB inh -6, NCOA1 inh -31, NR5A2 inv ag 4, COUP-TFII inh 8, NCOA2 inhibitor 7, MC4R antag cAMP 9 and MC4R barr agon -2.7.
`Cn1c(C(=O)N(Cc2ccccc2)Cc2ccccn2)cc2sccc21` gave TLR9-MyD88 block -1, ABHD5 PLIN5 PPI -10, NOD2 RIPK2 PPI -5, NCOA3 inh -17, LMP1 NFkB inh -19, NCOA1 inh -18, NR5A2 inv ag 4, COUP-TFII inh 17, NCOA2 inhibitor -2, MC4R antag cAMP 16 and MC4R barr agon -0.8.
Screening CCS(=O)(=O)c1nc2ccccc2n1CC(=O)N1CCOCC1 returned TLR9-MyD88 block -2, ABHD5 PLIN5 PPI -3, NOD2 RIPK2 PPI -7, NCOA3 inh -7, LMP1 NFkB inh -3, NCOA1 inh 6, NR5A2 inv ag 8, COUP-TFII inh 0, NCOA2 inhibitor -12, MC4R antag cAMP 20 and MC4R barr agon -1.1.
Nc1ncnc(Nc2cc(Cl)cc(Cl)c2)c1[N+](=O)[O-] was read as TLR9-MyD88 block -5, ABHD5 PLIN5 PPI -2, NOD2 RIPK2 PPI -6, NCOA3 inh -1, LMP1 NFkB inh -3, NCOA1 inh -3, NR5A2 inv ag 4, COUP-TFII inh 3, NCOA2 inhibitor -6, MC4R antag cAMP 3 and MC4R barr agon -0.8.
CC1CCN(C(=O)CSc2nc(C(C)C)nc3c2c(=O)n(C)c(=O)n3C)CC1 was read as TLR9-MyD88 block 3, ABHD5 PLIN5 PPI -7, NOD2 RIPK2 PPI 0, NCOA3 inh -7, LMP1 NFkB inh 3, NCOA1 inh 2, NR5A2 inv ag -6, COUP-TFII inh 4, NCOA2 inhibitor 4, MC4R antag cAMP 8 and MC4R barr agon 4.4.
Screening Cc1ccc(NC2=NCC(=O)N2Cc2ccc3c(c2)OCO3)c(C)c1 returned TLR9-MyD88 block -7, ABHD5 PLIN5 PPI 4, NOD2 RIPK2 PPI 4, NCOA3 inh 3, LMP1 NFkB inh 1, NCOA1 inh -17, NR5A2 inv ag 3, COUP-TFII inh -13, NCOA2 inhibitor -21, MC4R antag cAMP 9 and MC4R barr agon -1.1.
CCOC(=O)C1=C(C)N=c2s/c(=C/c3ccc(OCC(=O)O)cc3)c(=O)n2C1c1ccc(SC)cc1 (stereo not given) was read as TLR9-MyD88 block 5, ABHD5 PLIN5 PPI -8, NOD2 RIPK2 PPI 3, NCOA3 inh -14, LMP1 NFkB inh -10, NCOA1 inh 1, NR5A2 inv ag -2, MC4R antag cAMP 22 and MC4R barr agon -2.1.
For Cc1cc(/C=N/n2cnnc2)c(C)n1-c1ccc(Cl)cc1 the results were TLR9-MyD88 block -1, ABHD5 PLIN5 PPI -2, NOD2 RIPK2 PPI 7, NCOA3 inh 20, LMP1 NFkB inh 3, NCOA1 inh 18, NR5A2 inv ag 26, COUP-TFII inh 9, NCOA2 inhibitor 4, MC4R antag cAMP -6 and MC4R barr agon 1.0.
Screening COCCNC(=O)CN(CCc1ccccc1)S(=O)(=O)c1ccc(Br)cc1 returned TLR9-MyD88 block 0, ABHD5 PLIN5 PPI -8, NOD2 RIPK2 PPI 1, NCOA3 inh 6, LMP1 NFkB inh 8, NCOA1 inh -13, NR5A2 inv ag 16, COUP-TFII inh 7, NCOA2 inhibitor -7, MC4R antag cAMP 15 and MC4R barr agon 2.0.
`CS(=O)(=O)N(CC(=O)Nc1cccnc1)c1ccc2c(c1)OCCO2` gave TLR9-MyD88 block -3, ABHD5 PLIN5 PPI 6, NOD2 RIPK2 PPI -7, NCOA3 inh -1, LMP1 NFkB inh -3, NCOA1 inh -18, NR5A2 inv ag 15, COUP-TFII inh 16, NCOA2 inhibitor -4, MC4R antag cAMP 10 and MC4R barr agon 0.2.
Screening Cc1cc(C)n(-c2cc(N3CCOCC3)nc(-c3ccccc3)n2)n1 returned TLR9-MyD88 block 5, ABHD5 PLIN5 PPI 8, NOD2 RIPK2 PPI -15, NCOA3 inh -6, LMP1 NFkB inh 3, NCOA1 inh -7, NR5A2 inv ag -9, COUP-TFII inh 1, NCOA2 inhibitor -6, MC4R antag cAMP 8 and MC4R barr agon 4.4.

These rows are one share of the data, so the mix of outcomes need not match the whole.
